# From PubChem BioAssay
# TrxR1 substrate – substrates of rat thioredoxin reductase 1; O89049; purified TrxR1 substrate turnover, NADPH consumption readout; Potency, µM (highest dose often 114 µM), inactives show at the top dose activity change, negative = substrate turnover; 0.01% of 390,000 active; AID 588456; note: potency is the fitted concentration of half-maximal effect; % is set by controls: 0 for no effect and ±100 for the full control effect; nearly all actives have a fitted effect of over 50% in size
#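 Rat TrxR1, dispensed at 90 nM, was prereduced with 400 uM NADPH (final) for 5 min at ~22 deg C, then incubated with compound 15 min before 400 uM selenite. A first-read NADPH fluorescence drop versus no-compound background flagged substrates.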
# Vif-A3F inh – blocks the Vif interaction with APOBEC3F. AID 602313. 0.2% of 390,000 active. HeLa A3F-eYFP + Vif (tagged APOBEC3F with the HIV-1 protein that degrades it), YFP fluorescence increase. Potency, µM (titrated, usually from 46.1 µM), without a hit: at the top dose activity, negative = active; note: potency is the fitted concentration of half-maximal effect; % of control where 0% means no effect; nearly all actives have a fitted effect of over 65% in size
#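 HeLa cells stably expressing Vif plus C-terminally eYFP-tagged A3F were seeded, incubated overnight at 37 deg C, dosed with compound, incubated overnight again at 37 deg C. Yellow fluorescence (Ex 488/Em 500-530) reported blocked Vif-mediated A3F-eYFP degradation.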
# LDHA block – blocks human lactate dehydrogenase A; purified LDHA, NADH/diaphorase-resazurin fluorescence; active compounds read low; activity change, % (values are at about 110 or 230 µM); 0.15% of 480,000 active; AID 1347041; in the data active = activity change below about -30%; inconclusive = mostly about -25% to -30%;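 note: plate controls were DMSO wells for no effect and wells without enzyme for full effect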
#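 Remaining NADH was detected by diaphorase (0.133 mg/mL) converting 37 µM resazurin to fluorescent resorufin, read at 0 and 20 minutes. The preceding 5-minute room-temperature reaction used 2 nM LDHA, 0.2 mM sodium pyruvate and 0.06 mM NADH at pH 7.4.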
# Vif-APOBEC3G blk – blocks the Vif interaction with human APOBEC3G. Q9HC16. HeLa A3G-eYFP + Vif (tagged APOBEC3G with the HIV-1 protein that degrades it), YFP fluorescence, overnight. Potency, µM (highest dose often 46.1 µM), for the others: top-dose activity, negative = active, usual class: inhibitors. 0.076% of 410,000 active;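 note: potency is the fitted concentration of half-maximal effect; % is set by controls: 0 for no effect and ±100 for the full control effect; nearly all actives have a fitted effect of over 60% in size; hits raise eYFP signal because A3G escapes Vif-driven loss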
# Target sequence (Q9HC16 whole entry, looked up): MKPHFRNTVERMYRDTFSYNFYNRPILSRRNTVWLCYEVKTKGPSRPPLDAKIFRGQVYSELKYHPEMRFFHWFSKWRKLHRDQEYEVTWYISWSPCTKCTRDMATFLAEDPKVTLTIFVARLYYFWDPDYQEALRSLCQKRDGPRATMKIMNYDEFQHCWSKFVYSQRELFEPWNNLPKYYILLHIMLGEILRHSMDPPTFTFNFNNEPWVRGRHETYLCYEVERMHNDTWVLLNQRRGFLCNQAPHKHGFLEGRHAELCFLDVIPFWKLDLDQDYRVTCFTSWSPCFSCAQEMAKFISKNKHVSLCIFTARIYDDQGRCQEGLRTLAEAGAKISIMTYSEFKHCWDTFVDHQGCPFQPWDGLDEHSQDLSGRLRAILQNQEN
#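 HeLa cells stably expressing Vif and C-terminally eYFP-tagged A3G, seeded overnight at 37 deg C, then exposed to compound by pintool overnight at 37 deg C. Rise in yellow fluorescence (Ex 488/Em 500-530, Acumen) marks blocked Vif-driven A3G degradation.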
# PI4K2A block – PI4K2A (human) kinase inhibition | purified PI4K2A, ADP-Glo luminescence, 1 h; active compounds read low | AID 1346378 | activity change, negative = inhibition, % at 76.9 µM | 0.13% of 420,000 active | Q9BTU6; in the data active = activity change below about -50%; inconclusive = mostly about -30% to -49%;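 note: -100% = wells without enzyme as full effect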
# Target sequence (Q9BTU6 whole entry, looked up): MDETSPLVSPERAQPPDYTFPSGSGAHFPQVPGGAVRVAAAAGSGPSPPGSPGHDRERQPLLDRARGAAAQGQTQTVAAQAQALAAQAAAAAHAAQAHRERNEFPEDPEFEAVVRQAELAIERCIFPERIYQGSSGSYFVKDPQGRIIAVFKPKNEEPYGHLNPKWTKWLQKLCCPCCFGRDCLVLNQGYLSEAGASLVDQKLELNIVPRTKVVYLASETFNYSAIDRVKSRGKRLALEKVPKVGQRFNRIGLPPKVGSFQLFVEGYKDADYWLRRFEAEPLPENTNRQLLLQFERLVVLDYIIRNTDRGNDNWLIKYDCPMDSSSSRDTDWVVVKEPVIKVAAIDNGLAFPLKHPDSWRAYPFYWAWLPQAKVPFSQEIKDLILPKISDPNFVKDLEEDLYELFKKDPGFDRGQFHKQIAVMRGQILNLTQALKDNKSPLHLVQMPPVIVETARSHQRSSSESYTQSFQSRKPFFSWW
#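 In this quantitative HTS, ADP production by PI4K2A was quantified luminescently after 1 h at ambient temperature; 100 microM adenosine served as plate-quality control.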
# USP1-UAF1 inh – USP1/UAF1 (human) deubiquitinase inhibition | AID 743255 | 0.23% of 390,000 active | recombinant USP1/UAF1, Ub-Rhodamine cleavage fluorescence | O94782 | Potency, µM (doses to about 57.1 µM), for the others: at the top dose activity change, negative = inhibition, most hits filed as inhibitors; note: potency is the fitted concentration of half-maximal effect; % is set by controls: 0 for no effect and ±100 for the full control effect; nearly all actives have a fitted effect of over 60% in size; inactives centre near -12
#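 In this screen, compounds sit with the deubiquitinase complex (1nM) for 15 min at room temperature before Ub-Rho is added at 150nM final. Fluorescence rise is then followed for 6 reads every 60 seconds.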
# GRP78 ERSR act – ER stress response induction in glioma; 0.02% of 420,000 active; Potency, µM, inactives show at the top dose activation, most hits filed as activators; U87-MG GRP78 promoter luciferase reporter, 16 h; AID 602332; note: potency is the fitted concentration of half-maximal effect; series mostly up to about 76 µM; % of control where 0% means no effect; nearly all actives have a fitted effect of over 35% in size
#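 ERSR induction read as luciferase luminescence (Bright-Glo, 10 min at room temperature) in stably transfected human U87-MG glioma cells exposed to compounds for 16 h, using GRP78 as sensor.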
# mIDH1 inhibitor – blocks human mutant IDH1 R132H enzyme | Potency, µM (series often up to 76.6 µM), without a hit: top-dose activity change, negative = inhibition, most hits filed as inhibitors | O75874 | IDH1-R132H enzyme, NADPH consumption, diaphorase/resazurin fluorescence | 0.093% of 390,000 active | AID 602179; note: potency is the fitted concentration of half-maximal effect; % is set by controls: 0 for no effect and ±100 for the full control effect; nearly all actives have a fitted effect of over 65% in size
#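 IDH1-R132H (0.5 ug/mL) preincubated 30 min with compound, then NADPH (0.016 mM) and alpha-KG (2 mM) added; 80 min at RT, pH 7.5. Remaining NADPH coupled via diaphorase/resazurin to fluorescence (540/590 nm); concentration-response curves normalized to no-enzyme control.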
# RXFP1 agonist – activates the human relaxin receptor RXFP1. HEK293T-RXFP1 cAMP TR-FRET, 30 min; response scale: percent of porcine relaxin response, buffer zero. Potency, µM (titrated, usually from 57.5 µM), for the others: at the top dose activation, most hits filed as activators. 0.3% of 370,000 active. Q9HBX9; note: potency is the fitted concentration of half-maximal effect; % is set by controls: 0 for no effect and ±100 for the full control effect; nearly all actives have a fitted effect of over 60% in size; many of its hits are not listed in these tables
#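 cAMP rise read by TR-FRET after 30 min, 37C compound exposure (up to 58 uM) in RXFP1-transfected HEK293 cells with Ro 20174 present. EC50 from Hill-equation fits, with 29 nM porcine relaxin as 100% and buffer as basal.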
# * hit, by the source's call; u = inconclusive; x = no result given; & = joins results of further samples; [ ] = dose if it differs, or a comment. Unless noted, calls come from the whole dose curve; as a rule, active = well fitted curve in the direction sought with a large enough effect; inconclusive = small, poorly fitted or top-dose-only effect, or another doubt; inactive = no such curve, though single readings can be large; an effect the other way counts as inactive or inconclusive.
compound	mIDH1 inhibitor	USP1-UAF1 inh	Vif-APOBEC3G blk	Vif-A3F inh	RXFP1 agonist	TrxR1 substrate	GRP78 ERSR act	PI4K2A block	LDHA block
CCCCn1c(O)c(C(C)=NC(Cc2c[nH]c3ccccc23)C(=O)OC)c(=O)[nH]c1=O (configuration not stated)	-1%	-2%	3%	-24%	1.4%	-2%	-7%	-2	5
COc1cc(OC)c([C@H]2C=C(C)[C@H]3C[C@@H]2C3(C)C)c(OC)c1	6%	-4%	0%	-2%	x	4%[57.1 µM]	-1%	2	-6
Cc1cc(C=O)c(C)n1C1CC1	8%	-4%	-5%	9%	0.1%	6%[57.1 µM]	-2%	7	-4
COc1ccc(OC)c(CN2CCCC(C(=O)c3sccc3C)C2)c1 (configuration not stated)	7%	-25%	-1%	-4%	-1.5%	14%	-1%	-7	-6
COC(=O)C1=C(c2ccc(S(C)(=O)=O)cc2)C[C@@H]2CC[C@H]1N2C(=O)NCC1CC1	-18%	-9%	5%	2%	x	2%	-3%	-3	0
Cc1ccc2c(c1)C1CN(C)CCC1N2C(=O)Cn1cnc2c1c(=O)n(C)c(=O)n2C (configuration not stated)	8%	-28%	2%	3%	0.2%	-1%	-2%	4	1
COC(=O)C1=C(c2ccc(Cl)c(C(F)(F)F)c2)C[C@@H]2CC[C@H]1N2C(=O)N1CCC(C)CC1	5%	11%	-5%	-14%	-0.5%	-11%	-4%	2	-1
COC(=O)C1=C(c2ccc(OCc3ccccc3)cc2)C[C@@H]2CC[C@H]1N2C(=O)NCc1ccc(N(C)C)cc1	-19%	-25%	-4%	1%	0.0%	-2%	-2%	2	-17
CC(=NCCCN1CCOCC1)c1c(O)n(-c2ccccc2C)c(=O)[nH]c1=O	7%	-14%	0%	-12%	1.5%	0%	-2%	0	-4
CN(C)C(=O)Oc1cccc(OCc2n(C)c3ccccc3[n+]2C)c1	1%	-7%	3%	-2%	4.4%	2%[57.1 µM]	-1%	0	-7
COC(=O)C1=C(c2cccc(OCc3ccccc3)c2)C[C@@H]2CC[C@H]1N2C	-4%	-28%	1%	1%	x	x	-1%	3	-1
CC1(C)CN=C(NCc2ccccc2Cl)S1	4%	-11%	-1%	-12%	1.9%	4%	8%	1	-13

# Entries of single compounds as entered above.
# COC(=O)C1=C(c2ccc(OCc3ccccc3)cc2)C[C@@H]2CC[C@H]1N2C(=O)NCc1ccc(N(C)C)cc1 across the screens: mIDH1 inhibitor: -19%; USP1-UAF1 inh: -25%; Vif-APOBEC3G blk: -4%; Vif-A3F inh: 1%; RXFP1 agonist: 0.0%; TrxR1 substrate: -2%; GRP78 ERSR act: -2%; PI4K2A block: 2; LDHA block: -17
# CN(C)C(=O)Oc1cccc(OCc2n(C)c3ccccc3[n+]2C)c1 across the screens: mIDH1 inhibitor: 1%; USP1-UAF1 inh: -7%; Vif-APOBEC3G blk: 3%; Vif-A3F inh: -2%; RXFP1 agonist: 4.4%; TrxR1 substrate: 2%[57.1 µM]; GRP78 ERSR act: -1%; PI4K2A block: 0; LDHA block: -7

# Given with values under each structure: part of the list above.
# Value order: mIDH1 inhibitor, USP1-UAF1 inh, Vif-APOBEC3G blk, Vif-A3F inh, RXFP1 agonist, TrxR1 substrate, GRP78 ERSR act, PI4K2A block, LDHA block
CCCCn1c(O)c(C(C)=NC(Cc2c[nH]c3ccccc23)C(=O)OC)c(=O)[nH]c1=O (configuration not stated)
    -1%, -2%, 3%, -24%, 1.4%, -2%, -7%, -2, 5
COC(=O)C1=C(c2cccc(OCc3ccccc3)c2)C[C@@H]2CC[C@H]1N2C
    -4%, -28%, 1%, 1%, x, x, -1%, 3, -1
CC1(C)CN=C(NCc2ccccc2Cl)S1
    4%, -11%, -1%, -12%, 1.9%, 4%, 8%, 1, -13

# The results go on.
compound	mIDH1 inhibitor	USP1-UAF1 inh	Vif-APOBEC3G blk	Vif-A3F inh	RXFP1 agonist	TrxR1 substrate	GRP78 ERSR act	PI4K2A block	LDHA block
CN1C2CCC1CC(OC(=O)c1cccc(O)c1)C2 (configuration not stated)	-14%	-14%	-1%	-5%	x	-2%	-2%	0	-2
CCOc1cc(C=O)ccc1O	3%	3%	1%	1%	x	-11%	-4%&-2%	-3	5
CN1C(=O)C2C[C@@]3(Br)c4ccccc4N(OOSc4ccccc4)[C@H]3N2C(=O)[C@@H]1Cc1ccccc1 (some centres not stated)	-8%	-4%	-5%	-3%	x	-4%	0%	3	-8
O=C(NN=Cc1ccc(N(CCCl)CCCl)cc1Cl)c1cccnc1	4%	-19%	3%	4%	x	1%	-3%	-6	-8
Cc1ccc(O)c(C(=O)c2cc(C(=O)NCc3ccccc3)c(=O)n(Cc3ccccc3)c2)c1	1%	-21%	-1%	3%	-1.5%	-12%	-4%	-4	3
CC(=O)N1CC(=O)Nc2ccc(Cl)cc2C1c1ccccc1 (configuration not stated)	-9%	-14%	-1%	5%	-2.7%	2%	-2%	-1	-7
Cn1c(N)c(Sc2ccccc2[N+](=O)[O-])c(=O)n(C)c1=O	6%	0%	-1%	u	-0.2%	2%[57.1 µM]	-3%	-3	-6
CCCCn1c(=O)c(C(=O)NCc2ccncc2)c(O)c2ccccc21	0%	-17%	-3%	1%	4.0%	0%	0%	-5	4
CCN1CCOC(c2ccccc2)C1 (configuration not stated)	7%	-14%	0%	1%	x	-6%	-3%	4	-2
CCCCN1C(=O)NC(=O)C2(Cc3cc(C)ccc3N(C)C2)C1=O (configuration not stated)	5%	-17%	-1%	-2%	0.1%	5%	-5%	0	14
COC(=O)C1=C(c2c(C)noc2C)C[C@@H]2CC[C@H]1N2C(=O)NCCO	-3%	-25%	-1%	8%	-2.4%	6%[57.1 µM]	4%	-53*	-4
COc1ccc(CN2Cc3cnnn3-c3ccccc3C2c2ccccc2)cc1 (configuration not stated)	-2%[38.3 µM]	-5%	-10%	-1%	x	-5%	-3%	0	0
O=C(CSC1c2ccccc2-c2ccccc21)N/N=C/c1ccccc1O	5%	0%	-22%	-7%	-1.0%	-4%	-3%	-1	3
NS(=O)(=O)c1cccc(N2CCNCC2)c1	20%	-9%	0%	4%	-2.7%	9%[11.4 µM]	-1%	-1	-3
COCCOC(=O)C1=C(N)Oc2c(c(=O)oc3ccccc23)C1c1ccncc1 (configuration not stated)	10%	2%	2%	3%	2.2%	4%	-1%	10	1
O=C(Cc1ccccc1F)N1CCN(CC(=O)N2CCCC2)CC1	5%	-20%	2%	6%	x	9%[57.1 µM]	-1%	-5	-5
COc1ccc(CN2C(=O)NC(=O)/C(=C/c3ccc([N+](=O)[O-])s3)C2=O)cc1	-4%	35µM*	u	-20%	0.1%	-5%	-2%	-22	0
Cc1ccc(Cn2cc(C=O)c(-c3ccc(C)cc3)n2)cc1	3%	-13%	-17%	-10%	0.3%	-9%	6%	-5	7
CC(=O)O[C@@H]1[C@H]2CC[C@@H]3[C@]1(C[C@@H](OC(C)=O)[C@@]1(O)C([C@@H]4O[C@@H]4C1(C)C)[C@]3(C)O)C[C@@]2(C)O (some centres not stated)	4%	u	0%	3%	1.8%	6%	-5%	-3	3
Cc1ccc(Cl)cc1Nc1nn2c(=O)c3ccc(C(=O)NCc4cccs4)cc3nc2s1	-13%	u	-16%	u	10%	-5%[57.1 µM]	0%	6	-12
c1ccc(C(CN2CCCCC2)c2ccccc2)cc1	1%	-19%	0%	-8%	x	10%	-2%	-6	-3
CC(=NCCN1CCCCC1)c1c(O)n(-c2ccccc2)c(=O)[nH]c1=O	3%	-4%	-1%	2%	-6.5%	4%[57.1 µM]	-4%	1	-2
S=C(NCCc1ccccc1)NCCc1cnc[nH]1	13%	-16%	4%	-8%	-1.1%	0%	-2%	-3	-12
N#CCCn1cc(C(=O)Nc2ccc([N+](=O)[O-])cc2)c(-c2ccc3c(c2)OCCO3)n1	-8%	-5%	-1%	-6%	-1.6%	-11%	3%	4	-7

# 2 entries from above in a different format:
# Below each compound – mIDH1 inhibitor | USP1-UAF1 inh | Vif-APOBEC3G blk | Vif-A3F inh | RXFP1 agonist | TrxR1 substrate | GRP78 ERSR act | PI4K2A block | LDHA block
CC(=NCCN1CCCCC1)c1c(O)n(-c2ccccc2)c(=O)[nH]c1=O
  3% | -4% | -1% | 2% | -6.5% | 4%[57.1 µM] | -4% | 1 | -2
Cc1ccc(Cn2cc(C=O)c(-c3ccc(C)cc3)n2)cc1
  3% | -13% | -17% | -10% | 0.3% | -9% | 6% | -5 | 7

# Going on with the list:
compound	mIDH1 inhibitor	USP1-UAF1 inh	Vif-APOBEC3G blk	Vif-A3F inh	RXFP1 agonist	TrxR1 substrate	GRP78 ERSR act	PI4K2A block	LDHA block
N#Cc1ccc(C(=O)N2CCN(c3nc4ccc(F)cc4s3)CC2)cc1	2%	u	5%	-3%	0.5%	-3%[57.1 µM]	-2%	4	0
O=c1[nH]c(=O)n(Cc2ccco2)c(O)c1C=NCCN1CCNCC1	6%	-5%	2%	-12%	3.9%	2%[57.1 µM]	-2%	-4	3
COc1ccc(CN2CCN(Cc3ccccc3F)CC2)cc1	4%	-17%	8%	10%	0.5%	-11%[57.1 µM]	-2%	7	-17
CCCC(C)C1C(C#N)=C(N)Oc2c1c(=O)oc1ccccc21 (configuration not stated)	5%	-14%	-15%	3%	0.6%	-7%[57.1 µM]	-6%	-1	-2
CCOC(=O)CSCCOc1ccc(C=C2C(=O)NC(=O)NC2=O)cc1OC	-17%	-15%	1%	-7%	2.7%	-10%[57.1 µM]	-5%	-7	-23

# Not all compounds are listed; count on the stated rates, not on these rows.
